Screening results (PubChem)
MEKK2 WT-MEK5: raises or lowers MEK5 binding to wildtype human MEKK2 PB1 domain. binding response (% of control), % at 10 µM. hit rate 1.1% among 290,000. Q9Y2U5. bead flow cytometry, Alexa488-MEK5 binding to MEKK2 WT; actives lie on both sides; in the data active = binding response below about 67% or above about 130%
HCV NS3 hel inh: blocks Hepatitis C virus NS3 helicase unwinding. hit rate 0.56% among 290,000. inhibition, % at 10.9 µM. AID 1800. NS3 helicase DNA unwinding, Cy5 molecular beacon fluorescence;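 active = inhibition above the mean of all tested compounds plus 3 SD, set per campaign, cut at about 35% in these data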;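 note: 0% = DMSO wells and 100% = thioflavine S control wells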
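Measured by: Cy5 fluorescence, 0 and 60 min reads / Assay system: NS3 helicase fragment of HCV / Control set: low DMSO, high thioflavine S at 110 µM / Times: 1 h reaction at 25 °C, ATP-initiated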
IMP-1 inhibitor: blocks Pseudomonas aeruginosa IMP-1 metallo-beta-lactamase | inhibition, % at 5.6 µM | hit rate 0.45% among 290,000 | AID 1556 | purified IMP-1, nitrocefin hydrolysis, epi-absorbance fluorescence;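 active = inhibition above the mean plus 3 SD of all compounds in the same screening run, cut at about 4.5% in these data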;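 note: 0% = IMP-1 with DMSO and 100% = DMSO wells lacking enzyme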
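System: purified IMP-1; amount: IMP-1 0.2 nM before substrate addition; compound: single dose, 5.6 µM; times: 25 °C, 15 min preincubation, 25 min reaction; signal: Epi-absorbance via hydrolysed-nitrocefin quenching of white-plate fluorescence, 480/530 nm, EDTA stop; benchmarks: DMSO with and without IMP-1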
VIM-2 inh: blocks Pseudomonas aeruginosa VIM-2 metallo-beta-lactamase; purified VIM-2, nitrocefin hydrolysis, epi-absorbance fluorescence; inhibition, % at 5.6 µM; hit rate 0.89% among 290,000; AID 1527;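 active = inhibition above the mean of all tested compounds plus 3 SD, cutoff set per screening run, cut at about 7.5% in these data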;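 note: red hydrolysis product quenches plate fluorescence so inhibitors raise well fluorescence; 0% = enzyme with DMSO and 100% = DMSO without enzyme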
MEKK2mut PB1 HTS: signal of MEK5 binding to mutant human MEKK2 PB1 domain; percent response, % at 10 µM; bead flow cytometry, Alexa488-MEK5 binding to MEKK2 mutant; AID 1530; hit rate 0.35% among 290,000; in the data active = percent response above about 24%, passing the limit was not always enough; note: inactives centre near 1; some results filed as inactive read as strong as hits
UBC9 SUMO inh: inhibitors of human SUMOylation (UBC9). HTRF SUMOylation assay, SAE1/SAE2 + UBC9, in vitro. inhibition, % at 35 µM. hit rate 0.36% among 290,000. AID 2006; in the data active = inhibition above about 50%, passing the limit was not always enough; note: strong numbers were not always called active
Target sequence (P63279 whole entry, looked up): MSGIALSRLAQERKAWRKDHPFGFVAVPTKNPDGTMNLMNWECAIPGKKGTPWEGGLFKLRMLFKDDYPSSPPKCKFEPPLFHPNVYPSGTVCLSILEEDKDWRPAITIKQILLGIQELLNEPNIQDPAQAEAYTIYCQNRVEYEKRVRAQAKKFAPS
PfM18AAP inh: blocks P. falciparum M18 aspartyl aminopeptidase; recombinant PfM18AAP, H-Glu-NHMec fluorogenic cleavage; AID 1822; hit rate 1.2% among 290,000; inhibition, % at 7.35 µM;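 active = inhibition above the campaign mean inhibition over all tested compounds plus 3 SD, cut at about 28% in these data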;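 note: 0% = plate median of test compound wells and 100% = 2 mM ZnCl2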
DNA FID counter: counter-screen for HCV NS3 helicase inhibitors: DNA intercalator displacement; DNA fluorescent intercalator displacement, fluorescence; inhibition, % at 7.9 µM; hit rate 0.17% among 290,000; AID 1845; in the data active = inhibition above about 37%;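 note: 0% = vehicle and 100% = reference compound; higher means more ethidium bromide displaced from hairpin DNA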
NALP1 yeast inh: NALP1 inhibition | S. cerevisiae NALP1/ASC/caspase-1 growth, X-gal OD620, 72 h | inhibition, % at 10 µM | hit rate 0.61% among 280,000; in the data active = inhibition mostly above about 24%, no sharp cut-off; inactive = mostly below about 32%; note: some compounds called inactive have numbers as strong as hits
The depositor's hits bear a star; / = not tested or not shown; & = joins results of further samples; [ ] = dose if it differs, or a comment. An excerpt; rates above refer to the full screens.

compound	MEKK2 WT-MEK5	HCV NS3 hel inh	IMP-1 inhibitor	VIM-2 inh	MEKK2mut PB1 HTS	UBC9 SUMO inh	PfM18AAP inh	DNA FID counter	NALP1 yeast inh
Cc1ccc(-c2nc3ccccc3c(=O)n2-c2cccc(C)n2)cc1	96	-6	-0.5	-1.4	-11	26	1	-1	11
O=C1NC(=O)N(c2ccc3c(c2)OCO3)C(=O)/C1=C/c1ccsc1	95	8	-0.9	0.5	-8	5	16	-10	-8
O=C(c1cc(F)ccc1F)C1CCCN(CCCc2ccccc2)C1 (stereo not given)	98	1	-0.3	-1.8	-2	-2	-3	0	17
O=C(c1ccc(-c2ccccc2)c(F)c1)C1CCCN(CCO)C1 (stereo not given)	104	-27	-1.7	1.8	-5	4	-12	14	10
O=C(Cc1ccccc1)N1CCN(Cc2ccccn2)CC1	/	5	-0.1	-1.5	/	10	-5	1	-76
O=c1c2ccccc2nc(SCC2CCCCO2)n1-c1ccccc1 (stereo not given)	101	0	-4.4	-1.0	1	5	-1	-2	16
COc1ccc(-n2c(/C=C/c3ccc4c(c3)OCO4)nc3ccccc3c2=O)cc1	102	2	-2.1	-5.3	1	4	-1	-16	22
CCN1CCN(C(=O)COc2cc(=O)n(CC)c3ccccc23)CC1	99	-3	-0.5	-0.2	-8	-1	3	5	34
COc1ccc(C2SCC(=O)Nc3c2c(C)nn3-c2ccccc2)cc1 (stereo not given)	93	1	-0.5	-4.0	-1	9	-12	-12	9
COc1ccc(CCNC(=O)c2c(N)n(CCN3CCOCC3)c3nc4ccccc4nc23)cc1	113	-5	-1.5	-3.6	17	4	-6	-3	-21
C[C@@]1(CO)[C@H](O)CC[C@@]2(C)[C@H]1CC[C@H]1C[C@@H]3C[C@@]12CC[C@]3(O)CO	106	4	-2.8	-0.4	1	4	-4	-20	24
CC1CN=C(Nc2ccc(F)cc2)S1 (stereo not given)	103	13	-0.6	-1.3	3	0	-4	18	11
CC(c1ccccc1F)n1cc(C(=O)Nc2ccc3nc[nH]c3c2)nn1 (stereo not given)	104	7	0.1	3.2	2	-3	-12	2	-20
C=C(C=O)CC1CC(O)[C@]2(C)OC3CC4OC5C[C@]6(C)O[C@]7(C)CCC8OC9C[C@]%10(C)OC%11C(C)=CC(=O)OC%11CC%10OC9C[C@@H](C)C8OC7CC6O[C@]5(C)CC5OC5C4OC3CC2O1 (stereo not given in full)	105	4	-2.5	-1.3	6	8	-8	-32	8
O=C1NC(=O)C(=Cc2cn(CCOc3ccc4c(c3)OCO4)c3ccccc23)C(=O)N1	107	0	2.5	0.7	12	33	28	-4	8
C=CCn1c(O)c(C(CC)=Nc2cc(OC)ccc2OC)c(=O)[nH]c1=O	96	9	-0.4	-1.3	-6	2	14	-6	6
COc1cc2c(cc1OC)C(c1c(O)n(CCc3ccccc3)c(=S)[nH]c1=O)NCC2 (stereo not given)	91	10	-4.5	-1.5	-4	3	11	-21	/
CC(C)CC12CN3CCN(CC(C3)/C1=N/O)C2	89	9	-1.1	-6.1	0	5	4	-2	/
Clc1ccccc1Nc1ncnc(-n2cccc2)n1	98	-5	-1.2	-3.0	1	-24	3	1	6
O=C(COC(=O)c1cccc(O)c1)Nc1ccc(Cl)cc1C(=O)c1ccccc1	99	2	0.3	0.0	-9	-9	-3	-13	25
CCc1ccc(CNCCc2ccc(F)cc2)cc1	102	-17	-1.1	-1.5	1	-21	3	9	23
c1cncc(CNCCc2c[nH]c3ccccc23)c1	91	-2	0.2	-1.1	-10	-5	-6	3	-6
CCCCCCNC(=O)N[C@H](Cc1ccc(O)cc1)C(=O)NCCC[C@H]1CN2C(=NC[C@H]2CCC)N1CC1CCC1	95	/	/	/	-8	9	/	/	-5
CN(C(=O)c1ccc(Cl)nc1)C1(c2ccccc2Cl)CCCCC1=O (stereo not given)	101	9	-2.3	-4.7	-1	-14	-5	-7	-26
O=C1CN(C(=O)CN2CCCCC2)C(c2ccccc2)c2cc(Br)ccc2N1 (stereo not given)	106	-8	-0.1	-0.6	3	8	0	11	-4
CC1CCC(C(C)C)C(OC(=O)Cn2c(COc3ccccc3)[n+](C)c3ccccc32)C1 (stereo not given)	133	-53	-1.8	-1.5	1	-2	1	26	/
C(=N\NC1=NCCCCC1)/c1c[nH]c2ccccc12	90	10	-2.7	-3.3	-16	5	9	5	/
O=C(c1cc(-c2ccccc2)on1)N1CCC2(CC1)OCCO2	105	2	-3.0	-2.7	6	6	5	-11	0
CNS(=O)(=O)c1ccc(N=Cc2c(O)n(-c3cccc(C)c3)c(=O)[nH]c2=O)cc1	103	15	-2.2	0.8	1	12	-15	-11	16
CCOC(=O)c1nc2ccccc2c(=O)n1-c1cccc(C)c1	106	2	-0.3	-1.9	18	10	2	-8	12
COc1ccc(C(CC(=O)N2CCC3(CC2)OCCO3)NS(=O)(=O)c2ccc(F)cc2)cc1 (stereo not given)	113	-4	-2.5	-5.8	13	17	5	-16	6
CCCCCc1nc2ccccc2c(=O)n1-c1ccccc1[N+](=O)[O-]	99	8	-0.5	-1.7	-2	14	2	-10	27

A draw from above in order of length of the SMILES, rising:
compound	MEKK2 WT-MEK5	HCV NS3 hel inh	IMP-1 inhibitor	VIM-2 inh	MEKK2mut PB1 HTS	UBC9 SUMO inh	PfM18AAP inh	DNA FID counter	NALP1 yeast inh
C(=N\NC1=NCCCCC1)/c1c[nH]c2ccccc12	90	10	-2.7	-3.3	-16	5	9	5	/
CCOC(=O)c1nc2ccccc2c(=O)n1-c1cccc(C)c1	106	2	-0.3	-1.9	18	10	2	-8	12
CC1CCC(C(C)C)C(OC(=O)Cn2c(COc3ccccc3)[n+](C)c3ccccc32)C1 (stereo not given)	133	-53	-1.8	-1.5	1	-2	1	26	/

The listing continues.
compound	MEKK2 WT-MEK5	HCV NS3 hel inh	IMP-1 inhibitor	VIM-2 inh	MEKK2mut PB1 HTS	UBC9 SUMO inh	PfM18AAP inh	DNA FID counter	NALP1 yeast inh
Cc1ncc(CN2CCCC(C(=O)c3cccc(Cl)c3)C2)s1 (stereo not given)	88	3	-2.5	-3.1	-12	12	3	-8	-7
O=c1[nH]c(O)c(C=Nc2cccc(F)c2)c(=O)[nH]1	100	0	-1.5	1.3	1	1	7	-4	17
COc1cc(-n2c(=S)[nH]c3ccc(C)cc3c2=O)c(Cl)cc1Cl	87	-5	-1.6	-3.1	-8	-6	0	-3	2
CCN(CC)CCNCC(=O)Nc1ccc(Cl)cc1C(=O)c1ccccc1	125	-2	-5.2	-3.4	12	21	12	11	7
O=C(c1cccs1)N1C2CCC1CC(O)(c1cccnc1)C2 (stereo not given)	106	-2	0.1	0.9	3	8	3	-1	9
COc1cccc(O)c1CN1CCCC(C(=O)c2sccc2C)C1 (stereo not given)	98	-3	-1.9	0.6	0	8	2	2	6
COc1ccc(/C=C/C(=O)c2c(O)n(CCC3=CCCCC3)c(=O)[nH]c2=O)cc1OC	100	5	-1.7	-2.2	-5	22	2	-8	/
COc1ccc(OC)c(C(c2c(O)c3ccccc3oc2=O)c2c(C)n(C)n(-c3ccccc3)c2=O)c1 (stereo not given)	101	-3	-2.8	-2.7	5	8	3	-4	20
O=c1[nH]c(=S)[nH]c(O)c1N=Nc1ccc2c(c1)OCO2	90	2	0.9	0.5	-7	1	-1	0	6
COc1c(C=C2C(=O)NC(=O)NC2=O)c(CCN(C)C(=O)c2ccccc2)cc2c1OCO2	95	17	-0.9	-2.5	-3	-1	16	-13	19
CN1CCN(c2ccc([N+](=O)[O-])c(NCC3CCCO3)c2)CC1 (stereo not given)	102	1	-4.4	-2.2	35	19	4	11	8
O=C1NC(=S)NC(=O)C1=Cc1cccn1-c1ccc(O)cc1	82	21	-4.0	-2.3	-12	/	34*	5	2
CCC(=O)N1CC(=O)Nc2ccc(F)cc2C1c1ccccc1 (stereo not given)	109	7	0.0	1.0	3	24	-8	-4	0
CCOC(=O)C1(c2ccccc2)CCN(Cc2cccc(C(=O)O)c2)CC1	103	4	-2.3	-3.8	2	-2	-4	-4	-10
CN1Cc2cccnc2N(C)Cc2cc(Cl)ccc21	103	-1	-1.5	-0.8	-1	21	4	-6	36
CC1CCCCN1C(=O)Cn1cc(C=C2C(=O)N(C)C(=O)N(C)C2=O)c2ccccc21 (stereo not given)	112	7	-2.5	0.7	8	20	0	0	19
Clc1ccc(CCNCc2ccncc2)c(Cl)c1	104	8	-1.3	-2.5	0	17	21	2	34
CCCCCCn1c(O)c(C(C)=NC)c(=O)[nH]c1=O	94	6	-1.3	-2.6	-2	21	-6	-8	5
COC(=NC1CCCCC1)C(O)c1c[nH]c2ccccc12 (stereo not given)	102	4	-3.9	-4.1	2	2	0	-5	5
c1ccc(C(OCCN2CCNCC2)c2ccccc2)cc1	104	-5	-4.3	-1.4	2	-8	1	10	13
COc1ccc(NP(=O)(Nc2ccc(OC)cc2)Oc2ccccc2)cc1	106	-14	-3.1	-2.5	4	0	-8	-30	27
Cc1cc(C)nc(NS(=O)(=O)c2ccc(N=Cc3c(O)n(C)c(=O)n(C)c3=O)cc2)n1	108	-15	-2.7	-2.5	6	19	2	-8	23
Cc1nn(Cc2ccccc2Cl)c(Cl)c1C(=O)O	100	-10	-0.6	-1.0	-2	0	0	-1	2
COc1ccccc1-n1c(/C=C/c2ccc(O)cc2)nc2ccccc2c1=O	101	2	-7.2	-1.4	-1	1	-4	-24	19
CNCCc1ccc(OC)c(OC)c1	101	/	/	/	4	-12	/	/	14
COc1ccc(NC(=O)c2cn(CCC#N)nc2-c2ccc([N+](=O)[O-])cc2)cc1	106	12	0.2	-0.6	-44	6	-14	2	7
COc1cc2c(cc1OC)-c1c(OC)c(OC)cc3c1[C@H](C2)[N+](C)(C)CC3	102	0	-3.0	1.7	-3	-8	1	2	8
Cc1cccc(NC(=O)[C@@H](NC(=O)N2C[C@H]3C[C@@H](C2)c2cccc(=O)n2C3)C(C)C)c1	102	-4	-2.7	-0.9	-3	9	-1	-8	16
C=CCn1c(O)c(C(CC)=Nc2ccc(C(=O)O)cc2)c(=O)[nH]c1=O	98	-5	-2.4	-1.7	0	20	-4	-1	16
CSc1ncc(/C=C2/C(=O)NC(=O)N(c3ccc(C(C)C)cc3)C2=O)cn1	97	21	-3.6	-3.2	0	8	-1	-9	23
Oc1cc2c(cc1O)[C@H]1c3ccccc3CN[C@@H]1CC2	106&104	-8	-2.6	-0.7	5&4	-1	90*	-2	3
C[N+](C)(C)Cc1ccccc1	101	-1	-2.1	-2.8	3	-21	3	1	27
CC1=NN(c2ccccc2)C(=O)/C1=C/c1c(O)[nH]c(=S)[nH]c1=O	100	6	-3.4	-4.4	9	19	-7	5	19
COc1ccccc1N1CCN(Cc2ccc(Br)cc2)CC1	102	-10	-0.2	-0.2	2	3	-11	-2	15
O=c1[nH]c(O)c(/C=C2/C=CC(c3cc(Cl)ccc3Cl)=N2)c(=O)[nH]1	63*[inhibitor]	-3	-2.8	-0.7	1	/	-11	1	/
